Vif inh – blocks HIV Vif function. HEK293T cells, Vif self-association by quenched fluorescence, imaging, 24 h. 340,000 compounds, 0.35% hits. inhibition, % at 7.49 µM; in the data active = inhibition above about 50%, passing the limit was not always enough; note: some results filed as inactive read as strong as hits
MC4R ag barr – activates human MC4R beta-arrestin recruitment. P32245. U2OS MC4R beta-arrestin complementation, luminescence; percent of melanotan II response, DMSO zero. activation, % at 8.9 µM. 360,000 compounds, 0.98% hits;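 active = activation above a per-plate cutoff, the mean activation of sample wells on that plate plus 3 SD, cut at about 8% in these data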
Target sequence (P32245 whole entry, looked up): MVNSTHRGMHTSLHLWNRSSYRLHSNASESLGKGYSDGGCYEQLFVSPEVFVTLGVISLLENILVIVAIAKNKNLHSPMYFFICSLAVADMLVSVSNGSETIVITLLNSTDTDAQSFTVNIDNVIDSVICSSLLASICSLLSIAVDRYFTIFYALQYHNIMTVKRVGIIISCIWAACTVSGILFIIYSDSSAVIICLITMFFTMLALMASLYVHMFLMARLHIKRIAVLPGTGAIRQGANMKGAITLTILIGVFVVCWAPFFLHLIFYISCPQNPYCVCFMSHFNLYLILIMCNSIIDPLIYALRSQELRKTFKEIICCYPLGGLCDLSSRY
PDI inh – inhibitors of human protein disulfide isomerase | P07237 | PDI insulin aggregation turbidity, A650, 90 min | inhibition, % at 10 µM | 350,000 compounds, 0.052% hits;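 active = mean inhibition across replicates of 30% or more, whatever share of single replicates reach that level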;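 note: absorbance from insulin aggregation driven by PDI reduction with DTT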
CaV13 FRET inh – Primary screen for inhibitors of IQ motif and Ca2+-dependent inactivation inhibitor domain binding in CACNA1D, Förster resonance energy transfer in living cells, … | HEK cells, CFP/YFP FRET ICDI-IQ, plate reader, 10 min; percent FRET-ratio fall versus neutral wells | inhibition, % at 12.3 µM | 340,000 compounds, 0.098% hits;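 active = mean replicate inhibition of at least 30% and at least 1% of replicates passing that level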;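 note: 0% = median of the neutral control wells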
ABCB6 inh MLPCN – blocks the human ABCB6 transporter | Q9NP58 | 360,000 compounds, 0.19% hits | fluorescence ratio to DMSO, % at 10 µM | K562-ABCB6 porphyrin accumulation, flow cytometry, 1 h; hits give low values | AID 602162;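 active = fluorescence ratio to DMSO below 75%, the collection mean minus 3 SD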;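 note: signal is porphyrin accumulated inside mitochondria; 100% equals median channel fluorescence of DMSO control wells; lower ratio means ABCB6 inhibition with less porphyrin fluorescence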
MC4R antagonist – antagonists of human melanocortin 4 receptor (MC4R); MC4R-expressing cells, MTII-stimulated cAMP, LANCE TR-FRET; inhibition, % at 6.5 µM; 360,000 compounds, 0.48% hits; P32245;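 active = inhibition above its plate's cutoff, the mean of tested wells on that plate plus 3 SD, cut at about 29% in these data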;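 note: 0% = Melanotan II alone and 100% = Melanotan II plus saturating MCL0020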
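Test system: U2OS cells stably expressing human melanocortin 4 receptor (MC4R); also added: Melanotan II challenge; compound: 6.5 µM single dose; timing: 30-min compound preincubation, 1-h Melanotan II challenge, 1-h detection, room temperature; signal: Eu-cAMP/anti-cAMP TR-FRET, emission 671 nm; repeats: one well per compound, no replicates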
Glyco luc inh – N-linked glycosylation inhibition; D54 ERlucT glycosylation luciferase reporter, 24 h; percent of 100 nM tunicamycin response; reporter increase, % at 12.5 µM; 360,000 compounds, 0.23% hits;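 active = mean luciferase reporter signal, scaled so untreated is 0 and the glycosylation-blocking control 100, at or above a set limit in every replicate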;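 note: luciferase carries N-glycosylation sites so blocking glycosylation raises the light; 0% = median of neutral control wells and 100% = median of 100 nM tunicamycin wells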
m5-HT2A agonist – agonists of mouse serotonin 5-HT2A receptor (HTR2A). 360,000 compounds, 0.66% hits. P35363. AID 624169. activation, % at 7.6 µM. CHO-K1 mHTR2A beta-arrestin complementation, luminescence; percent of 30 µM serotonin response;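 active = activation above a run cutoff, the mean activation of all tested compounds plus 3 SD, cut at about 14% in these data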;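 note: 0% = plate median of compound wells and 100% = 30 µM serotonin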
Target sequence (P35363 whole entry, looked up): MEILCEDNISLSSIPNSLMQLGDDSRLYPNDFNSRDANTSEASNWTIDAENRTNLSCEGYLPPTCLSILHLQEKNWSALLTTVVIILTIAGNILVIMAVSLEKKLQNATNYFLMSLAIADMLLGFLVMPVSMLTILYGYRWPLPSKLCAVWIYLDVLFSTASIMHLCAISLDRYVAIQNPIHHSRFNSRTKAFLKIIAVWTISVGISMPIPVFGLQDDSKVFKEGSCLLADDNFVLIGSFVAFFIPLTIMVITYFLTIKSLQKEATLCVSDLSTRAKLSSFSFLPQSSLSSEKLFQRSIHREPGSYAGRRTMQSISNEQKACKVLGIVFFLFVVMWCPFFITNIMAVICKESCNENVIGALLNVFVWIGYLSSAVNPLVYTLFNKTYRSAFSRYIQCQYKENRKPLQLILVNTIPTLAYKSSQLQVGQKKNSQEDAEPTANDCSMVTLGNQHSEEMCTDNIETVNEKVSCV
aDG glyco up – increases alpha dystroglycan glycosylation; 360,000 compounds, 0.22% hits; activation, % at 10 µM; Pro5-aDG cells, alpha-DG glycosylation AlphaScreen (IIH6); 0% Pro5, 100% B10-LARGE cell signal; AID 624168;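 active = activation of at least 8% versus controls, or a plate z-score of at least 8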;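 note: Pro5 are CHO cells carrying HIG-tagged alpha-DG that lacks glycosylation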
Cardio protect – myocardial damage modulation in H9c2 cells; 360,000 compounds, 0.63% hits; AID 588492; protection from H2O2 cell death, % at 20 µM; H9c2 cardiomyocytes, H2O2 injury protection, ATPLite, 2 h;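 active = compounds giving at least 50% protection of heart cells from peroxide-induced death in the single-dose screen, raw or plate-pattern-corrected value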;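 note: 0% = DMSO wells with peroxide and 100% = DMSO wells without peroxide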
* marks the source's active call; other numbers are inactive results; . = not tested or not shown. Random draw from the library; 3.6% or so of the library scored in one or more.

Start of the listing, in advance:
Value order – PDI inh	Vif inh	Cardio protect	MC4R ag barr	CaV13 FRET inh	aDG glyco up	m5-HT2A agonist	ABCB6 inh MLPCN	Glyco luc inh	MC4R antagonist
> CC(C)CC(=O)Nc1c2c(nn1-c1ccc(F)cc1)CS(=O)(=O)C2
 : 8.6	3.3	-0.8	0.3	-2.2	0.1	3.0	95.0	0.4	-0.3
> CCOC(=O)/C=C(\C)Nc1cc(C)nn1-c1ccccc1
 : 2.2	0.3	4.5	-0.1	.	0.0	6.0	95.0	2.3	-3.5

Main list (from the top)
Value order – PDI inh	Vif inh	Cardio protect	MC4R ag barr	CaV13 FRET inh	aDG glyco up	m5-HT2A agonist	ABCB6 inh MLPCN	Glyco luc inh	MC4R antagonist
> CC(C)CC(=O)Nc1c2c(nn1-c1ccc(F)cc1)CS(=O)(=O)C2
 : 8.6	3.3	-0.8	0.3	-2.2	0.1	3.0	95.0	0.4	-0.3
> CCOC(=O)/C=C(\C)Nc1cc(C)nn1-c1ccccc1
 : 2.2	0.3	4.5	-0.1	.	0.0	6.0	95.0	2.3	-3.5
> COc1cc(/C=N/NC(=O)CNC(=O)c2ccncc2)ccc1O
 : -1.9	-5.8	7.8	-1.8	-6.3	-0.3	4.0	99.0	-0.4	0.4
> CC(C)c1cc(CNC(=O)c2ccc(OC3CCN(Cc4ccccn4)CC3)cc2)on1
 : 1.6	-2.2	-1.8	0.9	-10.2	0.5	-5.3	101.0	-2.2	8.6
> O=c1[nH]nc(Cc2ccc(Cl)cc2)c2ccccc12
 : 8.4	11.7	41.1	-0.8	-4.2	0.1	-0.5	97.0	-3.0	-0.7
> N=c1c2c(ncn1Cc1ccco1)Oc1cc(O)ccc1C2c1ccccc1 (stereo unspecified)
 : 6.1	-4.4	9.6	-0.3	-15.7	-0.1	-6.2	100.0	-1.0	33.1*
> COc1ccc(C(CC(=O)O)NC(=O)Cc2ccccc2)cc1 (stereo unspecified)
 : 1.0	.	6.8	0.2	.	0.1	-0.9	96.0	1.2	3.0
> COc1ccc(OC)c(CNc2ccc(F)c(Cl)c2)c1
 : 11.5	5.9	-13.6	2.7	-8.3	0.0	-4.9	285.0	-3.6	-15.6
> COc1ccc(C(=O)C2CCCN(C(=O)Cn3nc(C)nc3C)C2)cc1F (stereo unspecified)
 : 1.5	.	1.8	-0.8	-5.9	-0.4	-3.3	95.0	1.0	-3.8
> CCOC(=O)N1CCN(CCC(=O)Nc2ccc(OC)cc2)CC1
 : 1.5	-1.5	1.4	0.6	-6.0	0.2	0.7	97.0	0.2	3.2
> O=C(CN1C(=O)c2cccnc2Oc2ccc(Cl)cc21)NCCCc1ccccc1
 : -3.0	1.0	18.4	-0.9	-5.4	-0.3	11.7	90.0	-4.1	8.2
> COc1ccc(Cl)cc1NC(=O)C(=O)N/N=C/c1cc(C)n(-c2ccc(C)cc2)c1C
 : 1.7	-1.1	-10.4	-1.2	-9.6	0.4	17.6*	95.0	-5.1	-0.4
> N/C(CSc1ccc(Cl)cc1)=N\S(=O)(=O)c1ccc(Cl)cc1
 : 9.4	2.2	-7.5	5.4	1.8	0.0	-2.2	96.0	-0.2	-2.5
> COCC(=O)Nc1nc2ccc(S(C)(=O)=O)cc2s1
 : -4.7	-3.4	17.8	-1.8	-5.1	-0.1	4.6	98.0	0.4	5.1
> Nc1cc(Cl)ccc1CN1C(=O)c2ccccc2C1=O
 : .	-3.6	-0.3	.	.	0.0	0.5	91.0	-0.8	.
> Cc1cc(C)nc(-n2ncc3c2CC(c2ccccc2)CC3=O)n1 (stereo unspecified)
 : -5.1	-5.4	2.8	-1.5	-5.6	0.2	-1.7	101.0	0.2	7.9
> CCOC(=O)c1ccc(N2C(=O)C3C(/C=C/c4ccccc4)OC4(C(=O)c5ccccc5C4=O)C3C2=O)cc1 (stereo unspecified)
 : 7.5	11.5	0.7	-0.5	-3.0	-0.1	0.4	100.0	-0.2	-2.0
> COc1cc(OC)cc(-c2c(-c3ccc(F)cc3)c3cc(-c4cnc(OC)nc4)ccc3n2C)c1
 : -1.6	-2.8	-12.2	-1.0	-3.1	0.0	-2.4	97.0	-3.5	4.3
> COc1ccccc1C(=O)Nc1ccnn1C1CCN(C(C)CSC)CC1 (stereo unspecified)
 : 4.5	-8.6	2.5	-0.9	-6.8	-0.2	-3.4	105.0	-3.7	0.4
> O=S(=O)(/C=C/c1ccccc1)NCc1ccccc1Cl
 : 2.9	-4.7	-3.6	0.0	-5.0	-0.2	-2.3	99.0	1.9	-0.2
> Cc1cc2oc(=O)cc(Cn3ccnc3)c2cc1Cl
 : 3.0	-14.8	3.5	-2.1	-4.5	0.0	25.8*	83.0	4.8	3.4
> COc1ccc(CNC(=O)Nc2cc(C)ccc2C)cc1
 : -8.7	-0.2	0.1	-2.0	-7.0	-0.2	2.2	107.0	2.1	16.6
> O=C(Nc1ccc(C(=O)O)cc1)/C(=C\c1ccco1)NC(=O)c1ccccc1Cl
 : 3.8	2.2	0.6	1.5	-4.9	0.0	4.4	96.0	0.8	-8.0
> CC1CCCC(C)N1C(=O)COC(=O)c1ccc2ccccc2n1 (stereo unspecified)
 : 17.0	8.1	-8.0	-1.8	-2.9	-0.1	-2.5	100.0	-0.5	2.1
> CC(=O)C1=C(c2ccccc2)NC(=O)NC1c1cccs1 (stereo unspecified)
 : 4.8	8.3	-2.9	-1.3	-19.8	-0.1	4.7	101.0	2.4	0.9
> COc1cc(/C=N/OCC(=O)Nc2cc(C)cc(C)c2)ccc1OCc1ccc(Cl)cc1
 : -1.2	-7.2	-4.4	-0.3	-19.0	0.1	0.1	100.0	-6.1	-5.6
> Cc1cc2cc(C)c(NCCNC(=O)c3cccc(F)c3)nc2cc1C
 : 9.3	3.0	-0.7	-0.3	-2.7	1.4	-0.6	97.0	-1.1	1.4
> Cc1ccc(SCCC(=O)N2CCN(S(=O)(=O)c3ccccc3)CC2)cc1
 : -1.0	2.3	0.5	1.4	-13.8	0.2	-5.3	92.0	-4.9	1.5
> CC[C@@]12C(=O)N(c3cccc(Cl)c3)C(=O)N1[C@H](c1cccc(C)c1)[C@@H]1C(=O)N(Cc3ccccc3)C(=O)[C@@H]12
 : 22.5	-4.0	3.5	-0.7	-9.2	0.0	-0.6	99.0	-0.1	-0.2
> CCOC(=O)CCc1nc2ccccc2[nH]1
 : -1.9	11.6	4.0	-2.1	-7.3	-0.2	-0.5	97.0	2.3	-6.4
> O=C1NC(C2CC3C=CC2C3)Nc2ccccc21 (stereo unspecified)
 : -20.1	2.5	6.0	-0.8	-6.3	0.0	-2.1	93.0	-1.9	14.2
> O=C(COC(=O)CCc1ccccc1)Nc1cc(S(=O)(=O)N2CCOCC2)ccc1N1CCCC1
 : 21.0	6.3	0.9	-1.9	-5.2	-0.2	6.1	97.0	0.8	-5.8
> Cc1ccc(S(=O)(=O)N2CCN(C(=O)COC(=O)c3oc4ccccc4c3C)CC2)cc1
 : 1.9	-2.6	-3.3	-1.7	-4.5	0.2	-3.9	100.0	-0.6	15.2
> CC(=O)c1ccc(N2CCN(CC(O)COC(c3ccccc3)c3ccccc3)CC2)cc1 (stereo unspecified)
 : 22.6	1.4	-5.4	0.0	-3.0	0.7	-8.5	92.0	0.5	-1.0
> CCC(C)n1c(=N)c(C#N)cc2c(=O)n3cc(C)ccc3nc21 (stereo unspecified)
 : -0.7	-1.2	-4.2	-4.4	57.1*	-0.2	2.3	100.0	1.2	0.8
> CC(C)C[C@H](NC(=O)c1[nH]cnc1C(=O)Nc1ccccc1)C(=O)OC(C)(C)C
 : -2.1	-6.9	14.3	0.1	-7.3	0.1	16.4*	92.0	-6.4	5.1
> COc1ccc(CN(CC(=O)NCc2ccc(F)cc2)C(=O)CCC(=O)Nc2cc(C)ccn2)cc1
 : -7.2	9.4	5.0	-1.3	-7.3	0.2	6.4	98.0	-0.1	11.4
> CC1OC(=O)c2cc3ccccc3nc21 (stereo unspecified)
 : -0.4	14.1	-4.1	-1.8	-5.7	0.0	1.5	100.0	1.6	-3.1
> O=C(N/N=C/c1ccco1)C12CC3CC(CC(C3)C1)C2
 : -9.9	-2.6	0.9	-1.8	-8.5	-0.3	-3.1	102.0	-1.1	11.8
> NC(=O)c1ccc(NC(=O)CSc2nnc(-c3ccccn3)n2N)cc1
 : 8.0	-0.4	-6.8	-1.4	-6.8	0.0	-4.7	96.0	1.9	-7.8
> CC(C)c1ccc(S(=O)(=O)N2CCN(C(=O)c3cccc(F)c3)CC2)cc1
 : 6.9	.	-6.0	-0.8	-5.1	0.2	1.0	96.0	0.4	8.2
> COc1ccc(CNC(=O)COC(=O)c2ccc(Br)c(S(=O)(=O)N3CCOCC3)c2)cc1
 : -0.2	-0.6	11.1	-0.9	-6.1	0.3	-1.0	101.0	-1.2	-5.5
> COc1ccccc1C(=O)NCCC(=O)NCC(c1ccc(F)cc1)N1CCOCC1 (stereo unspecified)
 : -4.0	-3.5	0.6	-3.6	-2.8	-0.2	-0.9	100.0	1.9	11.7
> CC(C)CC1NC(=O)N(CC(=O)Nc2ccc(OC(F)F)cc2)C1=O (stereo unspecified)
 : 13.3	1.3	0.3	3.5	-14.4	-0.1	10.2	101.0	3.0	4.5
> CC(C)(C)NC(=O)C1CCN(c2ccc(S(=O)(=O)N3CCOCC3)cc2Cl)CC1
 : -5.7	1.0	-1.8	2.2	-3.7	1.1	4.6	92.0	0.5	-2.9
> COc1ccc(Cl)c(Cn2c(NCCCN(C)C)nc3c2c(=O)n(C)c(=O)n3C)c1
 : -5.9	5.6	11.7	0.6	0.4	-0.3	-2.9	96.0	1.4	6.2
> O=C(OCC(=O)N1CCN(C(=O)c2ccco2)CC1)c1ccccc1Cc1ccccc1
 : 2.6	0.0	0.4	1.0	-7.1	0.5	-2.5	96.0	7.4	1.1
> O=C(CS(=O)(=O)c1ccccc1)Nc1ccc(Br)cn1
 : -25.1	3.2	2.0	0.0	-3.9	-0.4	-0.7	95.0	0.2	-8.1
> CCCN1CCC(=NNC(=O)CSc2cc(C)c(Br)cc2C)CC1
 : 2.1	3.2	6.7	0.3	-4.8	-0.2	-1.9	101.0	-1.3	14.0

Compound profiles, as listed above. Order of screens: PDI inh | Vif inh | Cardio protect | MC4R ag barr | CaV13 FRET inh | aDG glyco up | m5-HT2A agonist | ABCB6 inh MLPCN | Glyco luc inh | MC4R antagonist
Listed for CC(C)(C)NC(=O)C1CCN(c2ccc(S(=O)(=O)N3CCOCC3)cc2Cl)CC1 = -5.7 | 1.0 | -1.8 | 2.2 | -3.7 | 1.1 | 4.6 | 92.0 | 0.5 | -2.9
Listed for CCOC(=O)c1ccc(N2C(=O)C3C(/C=C/c4ccccc4)OC4(C(=O)c5ccccc5C4=O)C3C2=O)cc1 (stereo unspecified) = 7.5 | 11.5 | 0.7 | -0.5 | -3.0 | -0.1 | 0.4 | 100.0 | -0.2 | -2.0
Listed for O=C(COC(=O)CCc1ccccc1)Nc1cc(S(=O)(=O)N2CCOCC2)ccc1N1CCCC1 = 21.0 | 6.3 | 0.9 | -1.9 | -5.2 | -0.2 | 6.1 | 97.0 | 0.8 | -5.8
